Screening results deposited in PubChem by National Center for Advancing Translational Sciences (NCATS).
RXFP1 antagonist: qHTS Assay for Antagonists of the Relaxin Receptor RXFP1; actives 0.59% (n = 350,000); AID 1259400, 2018; activity change, negative = inhibition, % at 57.5 µM; HEK293-RXFP1, relaxin-stimulated cAMP HTRF, 30 min; stronger effect = lower value;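 active = activity change of -60% or lower, but not beyond a set lower limit; inconclusive = change between -60% and -40%, or beyond the set limit; inactive = change above -40%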
Target sequence (Q9HBX9 whole entry, looked up): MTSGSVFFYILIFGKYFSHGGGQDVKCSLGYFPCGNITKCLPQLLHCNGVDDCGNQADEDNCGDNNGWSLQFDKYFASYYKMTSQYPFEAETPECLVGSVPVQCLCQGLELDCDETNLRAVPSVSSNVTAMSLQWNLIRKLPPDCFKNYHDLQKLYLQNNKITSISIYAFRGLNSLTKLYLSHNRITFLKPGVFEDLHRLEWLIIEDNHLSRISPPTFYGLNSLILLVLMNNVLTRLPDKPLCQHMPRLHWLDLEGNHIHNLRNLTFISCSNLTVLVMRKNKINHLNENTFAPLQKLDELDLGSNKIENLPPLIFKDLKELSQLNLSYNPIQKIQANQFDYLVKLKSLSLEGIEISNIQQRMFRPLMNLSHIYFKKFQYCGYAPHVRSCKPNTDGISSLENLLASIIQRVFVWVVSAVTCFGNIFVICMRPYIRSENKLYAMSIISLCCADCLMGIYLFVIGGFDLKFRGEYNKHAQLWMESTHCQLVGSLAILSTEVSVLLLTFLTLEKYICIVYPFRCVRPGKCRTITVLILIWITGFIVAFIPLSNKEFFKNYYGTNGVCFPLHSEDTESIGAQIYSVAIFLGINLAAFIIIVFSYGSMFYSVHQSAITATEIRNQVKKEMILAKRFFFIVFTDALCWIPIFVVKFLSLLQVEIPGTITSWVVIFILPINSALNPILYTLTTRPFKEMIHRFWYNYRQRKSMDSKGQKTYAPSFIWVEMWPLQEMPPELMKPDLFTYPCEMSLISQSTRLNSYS
* marks the source's active call; other numbers are inactive results; ? = inconclusive. % is scaled to controls: 0 for no effect and ±100 for the full control effect.

The first 5 compounds (preview)
SMILES,RXFP1 antagonist
C#CCOc1ccc(CNC[C@H]2O[C@@H](n3ccc(N)nc3=O)[C@H](O)[C@@H]2O)cc1,5
COc1ccc(Br)cc1C(=O)Nc1cccc(-c2nnc(-c3ccco3)o2)c1,-3
O=C(COC(=O)c1ccncc1)Nc1ccc2c(c1)OCO2,-1
CN(c1ccccc1)S(=O)(=O)c1ccc(NC(=O)c2ccc(F)cc2)cc1,?
Cc1ccc(C(=O)N(Cc2nnc(-c3ccccc3Cl)o2)C2CC2)o1,4

This part in full, from the start:
SMILES,RXFP1 antagonist
C#CCOc1ccc(CNC[C@H]2O[C@@H](n3ccc(N)nc3=O)[C@H](O)[C@@H]2O)cc1,5
COc1ccc(Br)cc1C(=O)Nc1cccc(-c2nnc(-c3ccco3)o2)c1,-3
O=C(COC(=O)c1ccncc1)Nc1ccc2c(c1)OCO2,-1
CN(c1ccccc1)S(=O)(=O)c1ccc(NC(=O)c2ccc(F)cc2)cc1,?
Cc1ccc(C(=O)N(Cc2nnc(-c3ccccc3Cl)o2)C2CC2)o1,4
CC(NC(=O)c1cccc(S(=O)(=O)N2CCN(Cc3ccccc3)CC2)c1)c1ccccc1Cl (configuration not stated),-12
CC(NC(=O)COC(=O)c1cccnc1Cl)C12CC3CC(CC(C3)C1)C2 (configuration not stated),12
CC1(C)CC(=O)C=C(c2ccc(COC(=O)/C=C/c3ccccc3)cc2)C1=O,6
CC(C)C(=O)Nc1cccc(S(=O)(=O)NC2=NCCC2)c1,2
COC(=O)C1CCN(C(=O)c2cc(-c3ccco3)nc3ccccc23)CC1,-21
Nc1ccn(C2OC(COC(=O)C34CC5CC(CC(C5)C3)C4)C(O)C2O)c(=O)n1 (configuration not stated),5
O=[N+]([O-])c1ccc(S(=O)(=O)NCC(c2ccc3c(c2)OCO3)N2CCOCC2)cc1 (configuration not stated),7
Cc1ccc(S(=O)(=O)N2CCN(C(=O)COC(=O)/C=C/c3ccc(Cl)cc3)CC2)c(C)c1,-5
CC1(C)OC2OC3C(CN)OC(c4ccccc4)OC3C2O1 (configuration not stated),11
O=C(Nc1cc(C(F)(F)F)ccc1-n1cncn1)c1cn2ccccc2n1,13
O=C(OCC(=O)N1CCCCCC1)c1ccc(Cl)nc1,5
O=[N+]([O-])c1ccc2c(c1)Cc1cc(F)ccc1-2,-17
CCN1C/C(=C\c2cc(OC)c(OC)c(OC)c2)C2=NN(c3ccccc3)C(c3cc(OC)c(OC)c(OC)c3)C2C1 (configuration not stated),-5
COc1ccc(-c2csc(NC(=O)CS(=O)(=O)c3ccccc3)n2)cc1OC,2
O=c1c2ccccc2on1-c1ccccc1,0
O=S(=O)(NCc1ccc2c(c1)OCO2)c1ccc2oc3ccccc3c2c1,5
O=C(O)Cc1csc(-c2ccc(Cl)cc2)n1,-30
COc1ccc(-n2nnnc2CNC(=O)C2CC(=O)N(c3ccc(F)cc3)C2)cc1 (configuration not stated),8
C[C@H](CO)N1C[C@H](C)[C@@H](CN(C)S(=O)(=O)c2cccs2)OCc2cnnn2CCCC1=O,11
NC(=S)c1ccc(OCCCc2ccccc2)cc1,-1
CCc1nc(CN2CCCC(C(=O)Nc3ccc(-c4cccc(OC)c4)cc3)C2)c(C)[nH]1 (configuration not stated),-3
Cc1cccc(NC(=O)CSCC(=O)Nc2ccc(N3CCOCC3)cc2N2CCOCC2)c1,-2
Cc1ccc(C(=O)NCC(=O)OCCCn2c(=O)[nH]c3ccccc32)cc1C,5
CC1CC(C)CN(C(=O)COC(=O)CCC(=O)c2cccs2)C1 (configuration not stated),7
Cc1ccc(S(=O)(=O)NC(=O)Nc2cccc(S(=O)(=O)N(C)C)c2)cc1,-8

3 compounds out of the list, sorted by SMILES length, lowest first:
SMILES,RXFP1 antagonist
O=[N+]([O-])c1ccc2c(c1)Cc1cc(F)ccc1-2,-17
CC(NC(=O)COC(=O)c1cccnc1Cl)C12CC3CC(CC(C3)C1)C2 (configuration not stated),12
CCc1nc(CN2CCCC(C(=O)Nc3ccc(-c4cccc(OC)c4)cc3)C2)c(C)[nH]1 (configuration not stated),-3

Remaining list, next part
SMILES,RXFP1 antagonist
O=C(CCC(=O)N1CCN(S(=O)(=O)c2ccc(Cl)cc2)CC1)NCc1cccc(C(F)(F)F)c1,0
Cc1ccc(SCC(=O)OCC(=O)NCCc2ccc(S(N)(=O)=O)cc2)c(C)c1,11
C[C@@H]1CN([C@@H](C)CO)C(=O)CCCn2nncc2CO[C@@H]1CN(C)C(=O)NC1CCCCC1,4
Cc1ccc(S(=O)(=O)N2C[C@H]3N(C(=O)OC(C)C)N(C(=O)OC(C)C)C[C@H](OC(=O)NCC4CCCCC4)[C@@]3(O)C2)cc1,11
COc1ccc(-c2nn(-c3ccccc3)cc2/C=C/C(=O)N(C)CC(=O)Nc2cccc(F)c2)cc1OC,-3
CCCn1c(C)cc(/C=C(\C#N)C(=O)OCC(=O)N(CC)c2c(N)n(Cc3ccccc3)c(=O)[nH]c2=O)c1C,2
CC1(NC(=O)Cc2csc(-c3ccc(Cl)cc3)n2)CCS(=O)(=O)C1 (configuration not stated),3
CCN(CC(=O)Nc1c(F)cccc1F)C(=O)C1CCCO1 (configuration not stated),0
COc1ccc(C(=O)N2CCCC(CO)C2)cc1OC1CCN(C(C)C)CC1 (configuration not stated),3
COc1ccc(CCNC(=O)C(C)SCC(=O)Nc2ccc(F)cc2)cc1 (configuration not stated),-13
CCCN(CC(=O)Nc1ccccc1C)C(=O)c1ccc(OCC(=O)N2CCOCC2)c(OCC)c1,-12
CC(C)NC1CCC(Nc2ccnc3cc(Cl)ccc23)CC1 (configuration not stated),-14
CC1=C(C(=O)N2CCOCC2)CC(CC(=O)NCCN2CCOCC2)C(=O)N1Cc1ccc(F)cc1 (configuration not stated),-15
CCN(CC(=O)NCc1cccs1)C(=O)c1cccc(S(=O)(=O)N(C)C)c1,-5
O=C(O)C(c1ccccc1)C1(O)CCC1 (configuration not stated),12
O=[N+]([O-])c1cccnc1Sc1ccc(Br)cc1,-3
C[C@]12CC[C@H](O)CC1=CCC1C2CC[C@@]2(C)C1CC[C@@H]2NCc1ccccc1 (some centres not stated),0
COCCN(C(=O)COC(=O)c1c(C)nn(-c2ccccc2)c1C)c1c(N)n(Cc2ccccc2)c(=O)[nH]c1=O,-1
CC(C)(C(=O)c1ccccc1)/[N+]([O-])=C/c1ccc(F)cc1,20
Cn1c(=O)c2c(nc(CN3CCN(c4cccc(Cl)c4)CC3)n2CCc2ccccc2)n(C)c1=O,-15
CN(Cc1ccccc1)C(=O)COC(=O)CCC(=O)c1ccc(F)cc1,-3
CCOC(=O)OC(C)OC1=C(C(=O)Nc2ccccn2)N(C)S(=O)(=O)c2ccccc21 (configuration not stated),11
CC1(C)CNC(=S)N1Cc1ccccc1,-4
CCC1CCCCN1C(=O)COC(=O)c1cc(=O)[nH]c2ccccc12 (configuration not stated),-1
CN(C1CCCCC1)S(=O)(=O)c1ccc(SCC(=O)C(C)(C)C)nc1,-1
COc1ccc(C(=O)OCC(=O)Nc2cc(C)on2)cc1F,-8
Cc1[nH]n2c(=O)cc(-c3ccc([N+](=O)[O-])cc3)nc2c1-c1ccccc1,-25
CSc1nc(O)c(Nc2ccccc2)c(=O)[nH]1,-1
Cc1ccc(-c2nc3cccnc3s2)cc1NC(=O)c1ccco1,-15
CCc1nnc(NC(=O)c2ccc3c(c2)C(=O)N(CC)C3=O)s1,-7

(continued)
SMILES,RXFP1 antagonist
CC(=O)N1C[C@H]2CON(C)[C@H]2C[C@H]1c1cccc(-c2ccc(C#N)cc2)c1,-7
CN(Cc1ccccc1C(F)(F)F)C(=O)C1CCC(=O)N(CC2CCCCC2)C1 (configuration not stated),-4
COC(=O)c1nc(-c2ccccc2)nc(-c2ccccc2)c1C(=O)OC,?
O=C(Nc1nccs1)C1=COCCO1,-2
O=Cc1ccc(O)c(O)c1O,-5
O=C(Nc1ccc(OC(F)(F)F)cc1)c1cc(S(=O)(=O)N2CCCCC2)ccc1N1CCOCC1,4
O=C(COC(=O)/C=C/c1ccc2c(c1)OCO2)NCc1ccc(F)cc1,-3
Cc1ccc(S(=O)(=O)N(CC(=O)NCCSCc2ccco2)c2cc(C)ccc2C)cc1,-3
Cc1c(NC(=O)CC2CC(C)OC2=O)c(=O)n(-c2ccccc2)n1C (configuration not stated),-4
CCN1CCCC1CN (configuration not stated),7
CCc1ccc(CCC(=O)N2CCN(S(=O)(=O)c3ccc(Br)cc3)CC2)cc1,7
C=CCn1cnnc1SCC(=O)N(C)CC1COc2ccccc2O1 (configuration not stated),7
Cc1nn(-c2ccccc2)c(C)c1NC(=O)COc1ccccc1C#N,1
Cn1c(=O)c(C(=O)c2ccccc2)c(O)c2ccccc21,-15
O=C(OCC(=O)c1ccc(Cl)cc1Cl)c1ccccn1,14
CCOC(=O)N(C)C[C@@H]1OCc2ccccc2-c2c(n(C)c3ccccc23)C(=O)N([C@H](C)CO)C[C@H]1C,9
Cc1ccc(S(=O)(=O)CCC(=O)OCc2cc(=O)oc3cc(C)ccc23)cc1,-2
CCOc1ccc(S(=O)(=O)NCCC(=O)OCC(=O)NC(=O)c2cccn2C)cc1,-12
CC(=O)c1ccc(NC(=O)C(C)O/N=C(\N)c2ccccc2)cc1 (configuration not stated),0
COCC1CCCCN1C(=O)c1cc(COc2ccc(C)c(C)c2)on1 (configuration not stated),1
Cc1ccc2c(Cl)c(C(=O)NCCCN3CCOCC3)sc2c1,2
Cc1cc(NS(=O)(=O)c2ccc(NC(=O)/C=C/c3ccccc3)cc2)nc(C)n1,-18
Cc1cc(C(=O)NNC(=O)C(C)NS(=O)(=O)c2ccccc2F)c(C)o1 (configuration not stated),6
Cc1csc(NC(=O)c2cccnc2Cl)n1,0
CN(C)c1ccc(C=c2c3ccccc3n3c2cc(-c2ccccc2)[n+]3C)cc1,?
Clc1ccccc1N=Nc1ccccn1,-9
CC(=O)c1c(C)[nH]c(C(=O)OCc2cc(-c3ccco3)on2)c1C,-1
O=C(NN1CCOCC1)c1ccccc1NS(=O)(=O)c1ccc(F)cc1F,-11
Cc1c[n+]([O-])cc(C)c1[N+](=O)[O-],-6
COc1cccc(NC(=O)CN(C)C(C)C(=O)N2CCCCC2)c1 (configuration not stated),-10

Continuation:
SMILES,RXFP1 antagonist
COc1ccccc1N1CCN(c2nc(C)cc(=O)[nH]2)CC1,-4
CC(=O)Nc1ccc2c(c1)C(=Nc1cccc(C)c1)c1ccccc1-2,4
CCCN(CCc1cccs1)[C@H]1CCc2c(O)cccc2C1,22
COc1ccc(C(=O)OCC(=O)NC2CC2)cc1F,-21
O=C1CSc2ccc(C(=O)NCCc3ccc(Cl)cc3Cl)cc2N1,-12
O=C(Nc1ccccn1)C1CCN(C(=O)c2ccc(Cl)cc2)CC1,-4
Cc1cc(NC(=O)NC(=O)c2ccccc2NC(=O)CN(C)C)ccc1Oc1ncc(Br)cn1,-4
CCOCCn1c(CN2CCN(c3ccccc3)CC2)nc2c1c(=O)n(C)c(=O)n2C,8
CCCOc1ccc(C2C(C(=O)c3ccc(C)o3)=C(O)C(=O)N2CCCn2ccnc2)cc1 (configuration not stated),2
Cc1ccc(C(=O)NCC(c2ccc(F)cc2)N2CCOCC2)cc1S(=O)(=O)N1CCOCC1 (configuration not stated),-1
O=C(COC(=O)/C=C/c1ccc(OC(F)F)cc1)Nc1ccc2[nH]c(=O)[nH]c2c1,-26
Cc1cc(C(=O)N2CCc3ccccc3C2)c(C)o1,-4
CSc1nc(Cl)c(Br)c(Nc2c[nH]c(=O)[nH]c2=O)n1,-1
CC1(CCCN2C(=O)c3ccccc3C2=O)OCCO1,-16
Cc1ccc(OCCCC(=O)NNC(=O)c2ccccn2)cc1,-8
CCOc1ccc(NC(=O)COc2cccc3cccnc23)cc1S(=O)(=O)N1CCCC1,5
COCC(=O)Oc1cc(-c2ccc(C)cc2C)c(OC(=O)COC)c(-c2ccc(C)cc2C)c1,-7
NC(=O)NC1N=C([O][Al])NC1=O (configuration not stated),5
CCN(CC(=O)NCc1ccc(F)cc1)C(=O)c1cccc(S(=O)(=O)N(C)c2ccc(OC)cc2)c1,9
O=C(CSc1ccc([N+](=O)[O-])cc1)Nc1ccccc1N1CCOCC1,-7
COc1ccc(N(CC(=O)NCc2ccc3c(c2)OCO3)S(=O)(=O)c2ccc(O)c(C(=O)O)c2)cc1,4
CCOC(=O)c1cc2c(=O)n3cccc(C)c3nc2n(Cc2ccco2)c1=NC(=O)c1ccc(C)cc1,-2
COc1cc2c(c(OC)c1OC)-c1ccc(SC)c(=O)cc1C(NC=O)CC2 (configuration not stated),4
CCCC(=O)N1CCN(c2ccc(NC(=O)c3ccc(N4CCCC4)c([N+](=O)[O-])c3)cc2Cl)CC1,1
C[C@@H](CO)NC(=O)c1[nH]cnc1C(=O)Nc1ccc(CNC(=O)OC(C)(C)C)cc1,10
Cc1ccc(/C=C/C(=O)OCC(=O)N(C)c2c(N)n(Cc3ccccc3)c(=O)[nH]c2=O)o1,0
Cc1ccccc1-c1cnc2c(c1)C(=O)N([C@@H](C)CO)C[C@@H](C)[C@H](CN(C)Cc1ccccc1F)O2,-10
CCn1c(=O)c(C(=O)Nc2cccnc2)c(O)c2ccccc21,-10
CCCN(C(=O)Cc1ccc(S(=O)(=O)N2CCOCC2)s1)c1c(N)n(Cc2ccccc2)c(=O)[nH]c1=O,-1

This is a subset, so the mix of outcomes need not match the whole.
